# Screening data: PubChem, several laboratories
# Hck Nef HTS = human Hck-Nef kinase inhibition | Recombinant Hck-YEEI plus Nef, Z-Lyte FRET kinase assay | hit rate 0.68% among 220,000 | inhibition, % at 20 µM;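 active = Hck-Nef kinase inhibition above about 50%, limit read from the data; inactive = inhibition below that limit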;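 note: 0% = DMSO with Hck plus Nef and 100% = Hck alone without Nef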
# p97 ATPase inh = blocks human p97 ATPase activity | AID 1481 | P55072 | inhibition, % at 8 µM | recombinant p97 ATPase, Kinase-Glo ATP luminescence, 3 h | hit rate 0.42% among 220,000; in the data active = inhibition above about 15%;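 note: 0% = DMSO vehicle and 100% = wells lacking enzyme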
# NPY-Y2 PAM-ag = human NPY-Y2 potentiation or agonism, primary screen | P49146 | cells expressing NPY-Y2, potentiator/agonist read-out | activation, % at 3.6 µM | hit rate 0.45% among 220,000 | AID 1359; in the data active = activation above about 27%;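 note: cells stimulated with NPY near EC25 plus isoproterenol at EC100; 0% = vehicle plus submaximal agonist and 100% = vehicle plus saturating agonist; some results beyond the cut were filed as inactive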
# Target sequence (P49146 whole entry, looked up): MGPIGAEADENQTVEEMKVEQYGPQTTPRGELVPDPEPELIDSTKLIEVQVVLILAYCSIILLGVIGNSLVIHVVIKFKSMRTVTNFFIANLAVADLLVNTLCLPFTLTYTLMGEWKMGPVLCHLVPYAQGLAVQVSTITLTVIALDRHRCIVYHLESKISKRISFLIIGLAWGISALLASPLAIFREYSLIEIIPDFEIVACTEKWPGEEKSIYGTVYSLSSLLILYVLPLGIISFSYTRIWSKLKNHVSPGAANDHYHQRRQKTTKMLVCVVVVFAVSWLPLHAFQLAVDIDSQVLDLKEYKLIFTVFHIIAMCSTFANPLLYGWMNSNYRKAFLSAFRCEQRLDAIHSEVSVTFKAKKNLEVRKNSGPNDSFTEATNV
# NPY1 pot ag = human NPY-Y1 potentiation or agonism, primary screen; NPY-Y1 expressing cells, potentiator/agonist activation; P25929; hit rate 0.37% among 220,000; activation, % at 3.6 µM; AID 1304; in the data active = activation above about 33%, passing the limit was not always enough;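 note: cells stimulated with NPY at EC10 then isoproterenol at EC100; 0% = low agonist plus stimulus and 100% = saturating agonist plus stimulus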
# Runt-CBFb FRET = Runt domain-CBFb interaction inhibition. Cerulean-Runt/Venus-CBFb FRET ratio 530/480, 1 h. inhibition, % at 20 µM. hit rate 0.46% among 220,000. AID 1496;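 active = inhibition over about 50% at 20 µM in the single-dose screen, limit read from the data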;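 note: 0% = DMSO wells and 100% = excess unlabeled CBFb competitor control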
# Target sequence (Q01196 whole entry, looked up, the tested form may be a part): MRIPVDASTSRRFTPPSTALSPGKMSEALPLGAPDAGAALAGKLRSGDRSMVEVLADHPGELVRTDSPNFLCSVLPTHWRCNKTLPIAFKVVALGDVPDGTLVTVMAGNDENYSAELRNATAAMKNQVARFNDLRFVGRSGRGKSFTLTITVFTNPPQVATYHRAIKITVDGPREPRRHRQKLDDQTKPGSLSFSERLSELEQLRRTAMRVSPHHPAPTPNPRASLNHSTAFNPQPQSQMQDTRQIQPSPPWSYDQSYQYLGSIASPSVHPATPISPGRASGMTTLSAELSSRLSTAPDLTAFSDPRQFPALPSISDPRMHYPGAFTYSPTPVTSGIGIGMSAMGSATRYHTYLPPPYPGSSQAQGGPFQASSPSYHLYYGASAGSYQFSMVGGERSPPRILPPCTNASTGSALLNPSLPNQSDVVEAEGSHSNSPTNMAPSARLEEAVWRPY
# Target sequence (Q13951 whole entry, looked up, the tested form may be a part): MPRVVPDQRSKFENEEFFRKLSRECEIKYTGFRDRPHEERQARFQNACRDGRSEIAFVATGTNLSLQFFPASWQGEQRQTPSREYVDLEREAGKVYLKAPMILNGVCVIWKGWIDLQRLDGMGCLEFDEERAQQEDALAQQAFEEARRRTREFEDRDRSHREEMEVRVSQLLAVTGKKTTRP
#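 System: Cerulean-labeled Runt domain protein | Quantity: 100 nM of each labeled protein | Schedule: 1 h compound exposure, room temperature | Detection: Fluorescence energy transfer, 422 nm excitation, 530/480 nm emission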
# Runt-SMMHC FRET = inhibitors of human RUNX1 Runt domain binding to CBFb-SMMHC; Cerulean-Runt/Venus-CBFb-SMMHC FRET ratio 530/480, 1 h; inhibition, % at 20 µM; hit rate 0.74% among 220,000; AID 1434;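 active = mean inhibition across duplicate retests at 20 µM reaching about 50%, limit read from the data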;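 note: 0% = DMSO wells and 100% = wells with excess untagged CBFb-SMMHC; inhibitors lower the FRET ratio by blocking Runt binding to CBFb-SMMHC; some results filed as inactive read as strong as hits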
# RBBP9 inh = human RBBP9 hydrolase inhibition; O75884; recombinant RBBP9, FP-Rh probe fluorescence polarization; inhibition, % at 7.94 µM; hit rate 0.2% among 220,000;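 active = inhibition above the campaign mean of all tested compounds plus 3 SD, cut at about 14% in these data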;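 note: plate controls were DMSO wells with RBBP9 for no effect and wells lacking RBBP9 protein for full effect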
#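 System: RBBP9 protein / Buffer or medium: Tris/NaCl buffer pH 8.0 with 0.1% Pluronic / Probe or stimulus: Serine-hydrolase probe FP-Rh, 375 nM pre-mixing / Dosing: 7.94 µM single dose, 0.794% DMSO / Times: enzyme-compound preincubation 30 min, then probe labeling 45 min, 25 °C / Technique: fluorescence polarization (mP), excitation 525 nm, emission 598 nm / Replication: singlicate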
# NPY-Y1 antag = antagonists of human neuropeptide Y receptor Y1 | HEK293-CNG Y1 cells, membrane potential fluorescence; NPY at EC95, then isoproterenol | inhibition, % at 3.6 µM | hit rate 1% among 200,000;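 active = inhibition above the campaign mean inhibition of all tested compounds plus 3 SD, cut at about 20% in these data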;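 note: 0% = DMSO wells given NPY plus isoproterenol and 100% = isoproterenol alone without NPY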
#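 Material: HEK293 Y1/CNG channel cell line | Also added: NPY (25 nM), isoproterenol (1 µM), Ro 20-1724 (25 µM) | Compound: One concentration, 3.6 µM, in 0.4% DMSO | Schedule: 3 h dye uptake, 1 h room-temperature compound, 45 min post-isoproterenol | Signal: Membrane-potential fluorescent dye readout | Read-out: % inhibition of NPY effect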
# MDM2 E3 inh = blocks human Mdm2 ubiquitin ligase activity. cell-based MDM2 ubiquitination luciferase reporter, 2 h; 0 = plate control, 100 = twice control, blank-subtracted. hit rate 0.11% among 210,000. AID 1230. signal enhancement, % at 5 µM;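 active = signal enhancement of 30% or more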;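 note: luminescence tracks abundance of the self-degrading MDM2-luciferase fusion protein; higher signal means inhibition of MDM2 E3 ligase activity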
#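 test system = mammalian cells stably expressing self-ubiquitinating, self-degrading MDM2 E3–luciferase fusion | quantity = 2000 cells/well | incubation = cell settling 4 h, compound treatment 2 h, both 37 °C | signal = luminescence with SteadyLite reagent, 15 min at room temperature | evaluation = % enhancement relative to plate controls after blank subtraction | benchmarks = plate controls and plate blanks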
# Active calls of the source: *; · = no result given.
SMILES,Hck Nef HTS,p97 ATPase inh,NPY-Y2 PAM-ag,NPY1 pot ag,Runt-CBFb FRET,Runt-SMMHC FRET,RBBP9 inh,NPY-Y1 antag,MDM2 E3 inh
CC(Sc1nc(NC(C)(C)C)nc(N(C)C)n1)C(=O)Nc1ccccc1 (configuration not stated),18,2,1,3,-1,-2,-3,6,11
Cc1nc(SCC(=O)NCc2ccco2)c2c(=O)n(C)c(=O)n(CC(C)C)c2n1,-4,1,4,2,0,2,-8,-7,-12
Cc1cc(C)cc(N(C(C)C(=O)Nc2c(C)n(C)n(-c3ccccc3)c2=O)S(C)(=O)=O)c1 (configuration not stated),11,0,13,13,1,-3,-3,4,15
COC(=O)c1ccc(NC(=O)CSc2nnc(COc3c(C)cccc3C)o2)cc1,1,-1,-11,-5,0,1,3,1,-10
O=C(N/N=C/c1ccc(O)cc1)c1cc(-c2ccc3c(c2)OCO3)n[nH]1,10,8,-5,-11,-3,-4,1,0,-21
Cc1cccc(N(CC(=O)NC2CCCCC2)C(=O)Cn2nnc(-c3ccc(C)o3)n2)c1,-28,1,-1,-2,-1,2,-3,2,1
C#CCN1C(=O)S/C(=C/c2cc(C)n(CC)c2C)C1=O,1,2,12,22,2,-6,-2,0,-15
N#CCCN1CCN(S(=O)(=O)c2ccc(S(=O)(=O)NC3CCCCC3)cc2)CC1,25,0,-7,1,0,3,0,5,-1
Cc1ccc(OCCSc2nnc(-c3cccs3)n2C)cc1,10,1,-24,-15,0,6,3,8,8
COc1ccc(Cn2cccc(NC(=O)Nc3cccc(OC)c3)c2=O)cc1,18,5,9,7,0,-2,0,·,·
CCOc1ccc(Cl)cc1CNc1nnnn1C,-13,1,-25,-1,0,-1,1,4,-1
O=C(CN1CCN(c2ccc(O)cc2)CC1)Nc1cc(S(=O)(=O)N2CCCC2)ccc1Cl,28,4,-6,21,11,38,-4,0,-5
N#C/C(=C\c1ccc(N2CCOCC2)o1)c1nc2ccccc2[nH]1,-2,1,-13,-12,·,-29,-4,-1,-13
Cc1cc(CC(C)C)n(-c2nc3ccccc3c(=O)n2OCC(=O)N(C)C)n1,6,0,3,-13,1,1,1,-5,-8
CNC(=O)CSc1nccn1Cc1ccc(Cl)cc1,-17,0,12,16,2,2,2,3,9
CC(=O)O[C@@H]1[C@@]2(C)O[C@H]2CC[C@]23O[C@H]2[C@H](OC3=O)C2=C(C)C(=O)O[C@@]21O,-1,-2,4,10,2,2,-1,-2,·
O=C(N/C(=C\c1ccc([N+](=O)[O-])cc1)C(=O)N1CCOCC1)c1ccccc1,18,6,4,19,0,-2,0,-1,-7
CCOC(=O)c1c(C)[nH]c(C(=O)N/N=C/c2ccc(Br)cc2)c1C,4,-4,-15,-28,-3,1,-4,13,-11
O=C(N/N=C\c1ccc(OC(=O)c2ccco2)cc1)c1ccc(Cl)cc1,37,0,0,-6,1,4,-6,3,7
CCOc1cc(C=O)ccc1OS(=O)(=O)c1ccc(NC(C)=O)cc1,7,6,15,18,-1,-3,-3,1,4
Cc1cccnc1NC(=S)NCc1ccco1,7,1,1,-8,34,36,-2,2,-12
Cc1ccc(/C=C2\SC(N3CCCC3)=NC2=O)cc1,-1,-2,-8,-3,0,-3,1,-7,-90
COc1ccc(Cl)cc1S(=O)(=O)Oc1ccc(NC(C)=O)cc1,-9,4,10,33,-1,2,4,-1,-11
Cc1ccc(S(=O)(=O)N2CCN(CC(=O)NC3CCCc4ccccc43)CC2)c(C)c1 (configuration not stated),-4,-8,-16,0,-2,-1,-6,12,-12

# Profiles, looked up by structure. Order of screens: Hck Nef HTS | p97 ATPase inh | NPY-Y2 PAM-ag | NPY1 pot ag | Runt-CBFb FRET | Runt-SMMHC FRET | RBBP9 inh | NPY-Y1 antag | MDM2 E3 inh
# COc1ccc(Cl)cc1S(=O)(=O)Oc1ccc(NC(C)=O)cc1 is entered as -9 | 4 | 10 | 33 | -1 | 2 | 4 | -1 | -11
# CCOc1cc(C=O)ccc1OS(=O)(=O)c1ccc(NC(C)=O)cc1 is entered as 7 | 6 | 15 | 18 | -1 | -3 | -3 | 1 | 4

# More structures.
SMILES,Hck Nef HTS,p97 ATPase inh,NPY-Y2 PAM-ag,NPY1 pot ag,Runt-CBFb FRET,Runt-SMMHC FRET,RBBP9 inh,NPY-Y1 antag,MDM2 E3 inh
CC(=O)Nc1cccc(NC(=O)CSc2nc3ccccc3o2)c1,3,3,4,-15,-3,-6,-2,3,6
CCC(C)N1C(=O)/C(=C/c2c(NCCCOC(C)C)nc3c(C)cccn3c2=O)SC1=S (configuration not stated),-2,-7,-10,-17,-31,-60,-3,5,-19
CCOC(=O)CN1C(=O)N[C@@H](c2ccccc2)C(C(=O)OC)=C1C,-5,3,-1,6,0,0,-7,-4,·
Cc1ccc(C(=O)c2ccc([N+](=O)[O-])cc2)cc1C,-18,-6,-4,-4,4,-3,-2,-3,9
COc1ccccc1NC(=O)CSc1nc2nc(C)cc(C)c2c(=O)[nH]1,4,-2,-9,-1,-2,-1,-8,-3,-9
Oc1c(Br)cc(Cl)cc1C=Nc1ccc(N2CCOCC2)cc1,11,-3,-2,20,-44,-11,1,5,-10
Cc1ccc(NC(=O)CSc2nc3ccccc3c(=O)n2CCCN2CCCCC2)cc1C,1,-4,-54,-97,1,3,-2,38*,7
O=C(O)c1ccc(S(=O)(=O)NC2CCCCC2)cc1,1,0,3,-6,0,3,0,-3,-24
Cn1ccsc1=NC(=O)c1ccc(Cl)cc1,-3,-1,16,14,-1,0,-9,0,-10
COc1ccccc1NC(=O)c1cc([N+](=O)[O-])ccc1NCCN1C(=O)CCC1=O,13,0,8,-1,-1,-2,-4,2,-11
Cc1ccc(C)c2c1cc(C)c1nnc(SCC(=O)Nc3cccc(C(=O)O)c3)n12,0,4,-10,-10,4,1,-1,·,·
CC1(NC(=O)c2cc(S(=O)(=O)N3CCCCC3)ccc2Cl)CCS(=O)(=O)C1 (configuration not stated),4,-1,-6,18,2,-3,-8,0,-22
c1ccc(-c2nnc(NC3=NCCC3)o2)cc1,-30,-7,-8,12,2,3,3,-5,-24
COc1ccc(C(=O)N2CCC(C(=O)Nc3ccc(OC)c(OC)c3)CC2)cc1,-2,1,-1,13,-2,-6,-6,-1,0
CCCSc1nnc2nc3c(nn12)c1ccccc1n3C,21,3,2,12,0,-4,-3,-1,9
CSc1ccccc1C(=O)NCc1ccc(S(N)(=O)=O)cc1,1,1,1,-12,2,-1,-4,-3,-3
CCSc1nnc(NC(=O)CSc2nnc(Cc3cccn3C)n2-c2ccc(F)cc2)s1,2,0,15,17,-1,7,2,-6,1
C/C(=N\Nc1nc2c(s1)CCCC2)c1ccccc1,-5,-7,-2,-6,23,5,-3,0,·
Cc1cccc(C)c1N1CCN(S(=O)(=O)N2CCCCC2)CC1,-1,-1,-4,0,-3,-3,-6,11,-7
O=c1c2ccccc2nc(/C=C/c2ccccc2)n1CCc1ccccc1,4,1,-1,-9,-3,2,-6,2,4
COc1ccc(C(C#N)N2CCCCCC2)cc1OC (configuration not stated),4,4,13,9,0,0,-5,-4,-17
Cc1ccccc1N1C(=O)c2sc3nc4c(c(=O)n3c2C1=O)CCC4,-1,-1,-6,-31,1,5,2,9,-12
COC(=O)C1=C(C)NC(C)=C(C(=O)OC)C1c1ccc(OC(=O)c2ccco2)cc1,7,1,-13,1,0,6,11,-2,·
Nc1nc(C(=O)N2CCOCC2)nn1S(=O)(=O)c1ccccc1,0,5,-5,-5,-2,-1,-5,0,-19
COc1ccc(CCN(C)Cc2ccc(OCc3ccccc3)c(OC)c2)cc1OC,0,-8,-12,-31,-2,-4,-14,9,-3
COc1cccc(-n2c(Cn3nc(C(F)F)cc3C(F)F)n[nH]c2=S)c1,4,0,6,9,6,12,-10,5,4
CC(C)c1nc2oc3c(NCC4CCCO4)ncnc3c2c2c1CCC2 (configuration not stated),-1,-11,-12,-21,-3,2,-6,-2,-12
C[C@H](NC(=O)c1ccccc1Cl)C(=O)OC(C(=O)Nc1cc(C(F)(F)F)ccc1Cl)c1ccccc1 (some centres not stated),-22,-6,-12,3,-1,-6,-18,6,0
O=C(Nc1ccccc1C(=O)N1CCCCCC1)c1ccccc1,10,1,-12,1,0,1,-6,·,3
Cc1csc(NC(=O)c2cn3ccccc3n2)n1,-50,-13,-2,-13,2,-2,2,-3,-80
CCc1nc(Nc2ccc3nccnc3c2)c2oc3ccccc3c2n1,4,7,4,14,10,16,-1,0,-12
Cc1nnc2ccc(N3CCCC3)nn12,5,3,7,-16,-2,0,0,-4,-11
COC(=O)c1ccccc1NC(=O)NCc1cccnc1,12,7,0,13,2,-3,5,-3,-18
COc1ccc(CNC(=O)C2CCCN(Cc3nc(-c4cccc(C)c4)oc3C)C2)cc1 (configuration not stated),-6,-2,-23,-22,·,-6,2,3,-16
COC(=O)c1cc(-c2ccc(C)cc2)n[nH]1,42,4,-1,2,0,-2,-7,-1,3
O=C(COC(=O)CCN=C1NS(=O)(=O)c2ccccc21)NC1CCCCCCC1,13,4,-5,26,0,0,-9,·,-10
O=C(/C=C/c1cccc(F)c1)N(c1ccccn1)C1CCCCC1,0,1,4,-3,-2,0,1,-4,-7
CCOC(=O)C1(CC2CCCCO2)CCN(Cc2ccc(OC)cc2F)CC1 (configuration not stated),8,-1,4,-11,1,2,-6,4,-6
Cc1ccc(OCC(=O)Nc2ccc(N3CCN(C(=O)c4ccco4)CC3)cc2)cc1C,20,5,-6,6,-4,-2,-5,-1,-10
CC1CN(C2=N/C(=C/c3ccc4c(c3)OCO4)C(=O)N2)CC(C)O1 (configuration not stated),11,5,-6,27,5,9,-7,3,-14
CNC(=S)NC1CC2CCCC(C1)N2Cc1ccco1 (configuration not stated),-2,-3,0,8,-2,0,-11,3,-6
CCOC(=O)CNC(=O)c1sc2ncnc(N3CCc4ccccc4C3)c2c1C,-13,0,-19,3,2,-7,-7,2,-10
CCCCOC(=O)c1ccc(N=Nc2c(C)c(C#N)c(O)[nH]c2=O)cc1,23,-6,9,28,-20,-35,1,·,-3
CCOC(=O)C1CCCN(C(=O)Cn2sc3nc(C)cc(C)c3c2=O)C1 (configuration not stated),-2,2,0,-2,-15,59*,0,7,-10
Cc1ccc(Cc2c(C)c(C#N)c3[nH]c4ccccc4n3c2=O)cc1,25,4,-6,36,-1,2,0,·,-4
COc1ccc(-n2c(SCC(=O)Nc3ccccc3OC)nc(O)cc2=O)cc1,15,-4,2,-4,-1,-2,-3,·,-2
